High-throughput results: PubChem BioAssay, several laboratories
Diaph inh CS = counter-screen for diaphorase-based assays: diaphorase inhibitors and chemical oxidizers. diaphorase resazurin-to-resorufin fluorescence, NADH, 16 min; bacterial (C. kluyveri) enzyme, not human. inhibition, % at 20 µM. 0.69% of 190,000 active;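 active = primary screen inhibition at 20 µM above a set limit, cut at about 50% in these data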;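 also: plate controls were DMSO with full reaction for no effect and wells lacking NADH for full effect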
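material = Clostridium kluyveri diaphorase enzyme | amount = 0.14 U/mL diaphorase, enzyme working solution | schedule = incubation 16 min, room temperature | detection = fluorescence of resorufin formed from resazurin, Ex 544/Em 590 nm | benchmarks = positive control minus NADH, DMSO neutral control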
APP 5'UTR act = APP 5'UTR luciferase reporter activation | SH-SY5Y APP 5'UTR luciferase reporter, luminescence; zero percent = DMSO vehicle wells | activation, % at 2 µM | 1% of 190,000 active;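 active = activation above a set limit, based on mean plus 3 SD of controls, cut at about 140% in these data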; also: values of inactives mirror those of a sister screen read the other way
FLuc act counter = affects firefly luciferase, flagging false hits in luciferase stimulation screens; P08659; ATPlite luciferase biochemical, luminescence, 10 min; 0 = ATP-free wells, 1 = DMSO control; activation factor at 10 µM; 200,000 tested, under 10 active; AID 1027;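 active = luciferase activation factor, scaled between plate controls, of at least 2 with compound at 10 µM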
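Material: Luciferase/luciferin reagent mix; Doses: test compounds dosed from 2 mM stocks in 100% DMSO; Schedule: 10 min incubation after luciferase reagent addition, room temperature; Measured by: luminescence from luciferase reaction; Read-out: luminescence gain marking luciferase activators.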
FLuc inh counter = inhibits firefly luciferase, flagging false hits in luciferase inhibition screens; ATPLite firefly luciferase biochemical luminescence, 10 min; inhibition, % at 10 µM; 1.5% of 200,000 active; AID 1006;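 active = inhibition above about 50% when tested at 10 µM, limit read from the data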
APP 5UTR inh = APP translation inhibition; SH-SY5Y APP 5'UTR-luciferase reporter, luminescence; inhibition, % at 2 µM; 0.82% of 190,000 active;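 active = inhibition above a set limit, derived from the sample mean plus 3 SD, cut at about 45% in these data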; also: values of inactives mirror those of a sister screen read the other way
TLR4 MyD88 comp = inhibitors of human TLR4-MyD88 binding | O00206+Q99836 | HeLa CL3-4 TLR4/MyD88 BLA complementation, FRET ratio | inhibition, % at 8.4 µM | 0.18% of 200,000 active | AID 861; in the data active = inhibition above about 25%;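 also: 0% = vehicle and 100% = reference inhibitor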
Target sequence (O00206 whole entry, looked up): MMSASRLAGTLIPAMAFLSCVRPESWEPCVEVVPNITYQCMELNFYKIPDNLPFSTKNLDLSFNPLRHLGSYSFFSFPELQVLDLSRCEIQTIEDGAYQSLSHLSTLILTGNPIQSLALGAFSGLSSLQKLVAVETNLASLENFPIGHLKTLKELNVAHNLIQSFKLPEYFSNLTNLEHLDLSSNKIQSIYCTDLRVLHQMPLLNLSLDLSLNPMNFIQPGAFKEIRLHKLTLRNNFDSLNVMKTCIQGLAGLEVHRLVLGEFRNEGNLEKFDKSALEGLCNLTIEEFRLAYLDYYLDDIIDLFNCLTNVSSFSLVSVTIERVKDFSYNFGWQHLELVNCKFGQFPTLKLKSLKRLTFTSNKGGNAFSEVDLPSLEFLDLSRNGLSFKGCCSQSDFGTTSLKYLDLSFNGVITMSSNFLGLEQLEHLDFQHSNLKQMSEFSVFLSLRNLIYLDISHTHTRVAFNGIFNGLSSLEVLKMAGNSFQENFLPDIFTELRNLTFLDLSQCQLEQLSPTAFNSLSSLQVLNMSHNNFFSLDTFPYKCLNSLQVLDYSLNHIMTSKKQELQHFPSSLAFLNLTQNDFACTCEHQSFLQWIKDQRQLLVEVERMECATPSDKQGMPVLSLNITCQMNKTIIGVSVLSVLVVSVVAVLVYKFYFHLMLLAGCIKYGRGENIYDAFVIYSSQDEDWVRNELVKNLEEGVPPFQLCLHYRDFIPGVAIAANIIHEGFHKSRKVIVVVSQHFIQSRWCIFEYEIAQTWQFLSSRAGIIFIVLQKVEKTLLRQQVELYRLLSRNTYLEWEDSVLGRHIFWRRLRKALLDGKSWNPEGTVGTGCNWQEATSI
Target sequence (Q99836 whole entry, looked up): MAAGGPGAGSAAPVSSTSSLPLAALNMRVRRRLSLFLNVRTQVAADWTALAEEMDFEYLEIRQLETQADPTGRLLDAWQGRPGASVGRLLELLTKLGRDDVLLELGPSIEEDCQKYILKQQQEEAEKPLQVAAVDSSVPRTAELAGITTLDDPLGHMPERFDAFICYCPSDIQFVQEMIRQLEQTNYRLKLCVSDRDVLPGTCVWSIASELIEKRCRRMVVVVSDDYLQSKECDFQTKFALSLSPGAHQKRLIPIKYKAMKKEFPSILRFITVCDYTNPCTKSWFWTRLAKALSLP
Diaphorase act = counter-screen for diaphorase-based assays: diaphorase activators and chemical reducers; Diaphorase/resazurin coupled assay, resorufin fluorescence, 16 min; active compounds read high; 1 = vehicle wells, 0 = NADH-free wells; 0.005% of 190,000 active; activation factor at 20 µM;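 active = diaphorase activity raised at least twofold by the compound at 20 µM; inactive = activation factor below 2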
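Material: Purified diaphorase enzyme from Clostridium kluyveri | Buffer or medium: 50 mM HEPES pH 7.4 with 4.542 mM MgCl2, 0.005% Tween 20 | Times: 16 min enzyme reaction, ambient temperature | Signal: Red resorufin fluorescence at 544/590 nm excitation/emission | Measure: Increased resorufin signal from activators or reducing compounds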
NF-kB expr up = compounds increasing NF-kB expression in human neuronal cells; NF-kB reporter expression; active compounds read high; fold change at 12.5 µM; 1.6% of 190,000 active; in the data active = fold change above about 3.3
STAT1 activator = increases IFN-gamma driven STAT1 reporter signal; NIH 3T3 STAT1-luciferase reporter, luminescence; 100% = IFN-gamma alone, no compound; activation (% of control), % at 5.5 µM; 2.6% of 200,000 active; AID 932;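 active = activation above the screen-wide mean activation plus 3 SD, cut at about 130% in these data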;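 also: raw ratio to IFN-gamma control signal so 100% means no change and 0% no light; values of inactives mirror those of a sister screen read the other way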
G6PDH counter = counter-screen for G6PDH assay hits: L. mesenteroides G6PDH inhibition; Purified L. mesenteroides G6PDH, diaphorase/resazurin coupled fluorescence, 45 min; inhibition, % at 5 µM; 0.12% of 200,000 active; AID 1020; in the data active = inhibition above about 50%
* = called active by the depositor; · = not tested or not shown. Rows are unselected; any-hit rate near 5.6%.

SMILES	Diaph inh CS	APP 5'UTR act	FLuc act counter	FLuc inh counter	APP 5UTR inh	TLR4 MyD88 comp	Diaphorase act	NF-kB expr up	STAT1 activator	G6PDH counter
O=C(Nc1ncc(Cc2cccc(Cl)c2)s1)c1cccs1	20	65	1	-3	-65	0	0.8	3	124	4
NC(Cc1ccc(O)cc1)c1cn([C@@H](CCC(=O)O)C(=O)N2CCNCC2)nn1 (stereo partly specified)	15	25	1.1	-5	-25	-17	0.9	1.1	98	1
CC(=O)N1CCN(c2ccc(NC(=O)c3ccc4c(c3)OCCO4)cc2Cl)CC1	7	32	0.6	36	-32	9	0.9	1	104	13
O=C(c1cccc(N2C(=O)C3C4C=CC(C4)C3C2=O)c1)N1CCCCCC1 (stereo unspecified)	14	·	1.1	-6	·	3	0.9	1.2	102	0
O=C(NCc1ccco1)c1ccc(Cn2cc([N+](=O)[O-])cn2)o1	5	15	1.1	-8	-15	4	1	1	95	4
CCN(CC)S(=O)(=O)c1cccc(-c2nnc(SCC(N)=O)n2C)c1	17	17	1	-2	-17	6	0.8	1.1	106	1
CCS(=O)(=O)c1ccc(N)cc1	3	8	1	2	-8	0	1	0.97	97	-1
COc1ccc(-c2cc(-c3ccccc3)n[nH]2)c(O)c1	20	190*	0.9	12	-190	-15	0.8	7.9*	99	14
CCN1CCN(CC(=O)NC2CCCCC2)C(=O)C1=O	-2	6	1.1	-8	-6	-1	1	1.2	104	11
Cc1ccc(C(=O)NNC(=O)CSc2nnc(-c3ccncc3)n2-c2ccc(C)cc2)cc1	6	3	1	-4	-3	-2	0.9	1.2	102	13
CN(Cc1ccccn1)C(=O)CC1C(=O)NCCN1Cc1cccc(Oc2ccccc2)c1 (stereo unspecified)	13	13	1	-4	-13	-11	0.9	0.95	96	6
CCc1nc(SCC(=O)Nc2c(C)nn(C)c2C)c2cnn(-c3ccccc3)c2n1	8	6	1.1	-7	-6	6	0.9	0.83	99	-1
Cc1cccc[n+]1CC(=O)c1ccc2c(c1)OCCO2	-8	-4	1	-1	4	-13	1.1	1.1	102	-6
O=C(c1cccs1)n1nc(-c2cccnc2)nc1NCc1ccco1	24	-22	1	-4	22	-12	0.8	1.2	103	5
COc1ccc(-c2oc3ncn(Cc4ccco4)c(=N)c3c2-c2ccc(OC)cc2)cc1	16	4	1	-4	-4	-5	0.8	0.71	92	3
N#Cc1nc(COc2ccccc2F)oc1NCCc1ccccc1	17	7	1	2	-7	13	0.8	1.4	103	-22
CN(C)S(=O)(=O)NCCNc1ccc(C(F)(F)F)cc1[N+](=O)[O-]	8	21	0.9	12	-21	-1	0.9	0.97	105	1
CN1CCN(c2ccc(S(=O)(=O)N3CCCCC3)cc2NC(=O)Cc2ccc(Cl)cc2)CC1	16	19	1	-4	-19	5	0.8	1	92	-6
Cc1cc(C(=O)NC2=NCCS2)cs1	-11	74	0.7	35	-74	0	1.1	2.6	126	4
COc1ccc(C(CC(=O)O)NC(=O)c2ccccc2[N+](=O)[O-])cc1 (stereo unspecified)	4	5	1	1	-5	-8	1	1.2	92	3
Cc1cc(=O)[nH]c(/N=C(\N)Nc2cccc3ccccc23)n1	14	7	1.1	-8	-7	-15	0.9	1.2	96	11
CCC(=O)NCc1ccc2[nH]c(C)cc2c1	17	15	1.1	-7	-14	-2	0.8	1.1	104	13
CC1CCCC(NC(=O)NC(=O)CCl)C1C (stereo unspecified)	3	23	1	2	-23	-1	1	1.3	89	12
Clc1ccccc1OCc1nnc(-c2ccccc2Br)o1	14	95	1	3	-95	-3	0.9	3.1	137*	-2
Nc1nc2n(n1)C(c1c(F)cccc1Cl)CC(c1ccc(F)cc1)N2 (stereo unspecified)	11	-13	1	-4	13	1	0.9	0.96	94	-2
SMILES	Diaph inh CS	APP 5'UTR act	FLuc act counter	FLuc inh counter	APP 5UTR inh	TLR4 MyD88 comp	Diaphorase act	NF-kB expr up	STAT1 activator	G6PDH counter
CCCNC(=O)CN(Cc1ccco1)S(=O)(=O)c1ccc(OCC)cc1	12	1	1	-3	-1	1	0.9	0.94	106	4
Cc1cc(C)c2c3c(sc2n1)C1(CCSCC1)C(C#N)=C(N)O3	23	12	1	-4	-12	-6	0.8	1.1	100	1
Cc1ccc(S(=O)(=O)N(C)c2ccc(C(=O)N3CCC(C(N)=O)CC3)cc2)cc1	28	21	1.1	-7	-21	4	0.7	1	108	-10
Cc1ccc(NC(=O)N2CCC(NC(=O)C(C)(C)C)CC2)cc1	-10	3	1	0	-3	-1	1.1	1.2	97	10
CC(=O)c1c(C(C)=O)c(C)n(-c2ccc(N)cc2)c1C	5	-11	1.1	-5	11	0	1	0.77	95	-5
Cn1cccc1CC(=O)N/N=C/c1cccc([N+](=O)[O-])c1	11	8	1	-1	-8	3	0.9	1.1	98	-2
CNC(=O)CSc1nnc(CCc2ccccc2)n1-c1ccccc1	-3	13	1	0	-13	12	1	0.99	105	1
COC(=O)c1ccccc1Nc1cc(C)nc2nc(C)nn12	11	17	1.1	-12	-17	-12	0.9	0.87	99	19
CCOC(=O)C1CCCN(C(=O)c2sc3nc(C)nc(N(CC)CC)c3c2C)C1 (stereo unspecified)	10	19	1	-4	-19	5	0.9	0.74	100	2
COc1ccc(NC(=O)c2ccc3c(=O)n(-c4ccc(OC)cc4OC)c(=S)[nH]c3c2)cc1	3	2	1	-2	-2	2	1	0.74	91	6
COc1ccc(OC)c(CCNC(=O)Cn2cccc2C(=O)c2ccccc2C)c1	20	12	1	-4	-12	12	0.8	1.1	92	12
CCc1c(C)sc(NC(=S)N2CC(C)OC(C)C2)c1C(=O)OC (stereo unspecified)	24	11	1	-2	-12	-5	0.8	1.1	105	7
COc1cccc(C2=NOC(C(=O)NC(C)(C)C)C2)c1 (stereo unspecified)	14	-6	1.1	-8	6	0	0.9	1.1	96	10
Cc1ccccc1OCC(=O)NC(=S)Nc1ccc(N2CCOCC2)c(Cl)c1	17	-4	1.1	-7	4	-5	0.8	1.1	102	-5
COCCCNC(=S)Nc1ccc(C)cc1[N+](=O)[O-]	4	6	1	-4	-6	-18	1	1.5	107	-1
COc1ccc(-c2nnc(SCC(=O)c3cccs3)n2-c2ccc(Cl)cc2)cc1	14	-4	1	-2	4	-1	0.9	1.1	95	-2
COc1ccccc1NC(=O)CN1C(=O)CSC(C)C1=O (stereo unspecified)	2	1	1	-2	-1	-1	1	1.2	97	-5
CCOC(=O)CSc1nc2sc(C(=O)O)c(C)c2c(=O)[nH]1	-10	30	1	-4	-30	12	1.1	1.3	94	27
CNc1nc(Cl)nc(Nc2ccccc2)n1	-9	21	0.9	10	-22	6	1.1	0.9	107	13
O=C(OCC(=O)c1cccs1)c1ccc([N+](=O)[O-])o1	14	-9	1.1	-5	9	4	0.9	0.88	93	2
Clc1cccc2sc(N3CCCCC3)nc12	11	36	1	2	-36	12	0.9	2.5	123	-6
COc1ccc(C(=O)COc2ccccc2C(=O)Nc2ccccc2)cc1	34	6	1	-4	-6	-14	0.7	·	103	7
Cc1cccc(NS(=O)(=O)c2cc(OCC(N)=O)c(C)cc2Cl)c1	15	14	1	-2	-14	-9	0.8	0.81	96	2
CCn1cc(/C=N/NC(=O)COc2cccc3cccnc23)c2ccccc21	-1	20	1	-2	-20	0	1	0.73	98	-4
CN(C)c1ccc(N/C=C/C(=O)c2ccccc2)cc1	28	125	0.1	92*	-125	1	0.7	2	59	0
SMILES	Diaph inh CS	APP 5'UTR act	FLuc act counter	FLuc inh counter	APP 5UTR inh	TLR4 MyD88 comp	Diaphorase act	NF-kB expr up	STAT1 activator	G6PDH counter
CCC/C(O)=C1\C(=O)CC(C)(C)CC1=NCCO	-1	-9	1	0	9	1	1	0.98	116	9
COc1cc(/C=N/NC(=O)c2ccc(-n3cccc3)cc2)ccc1O	15	1	1	-2	0	-7	0.9	0.52	113	-2
O=[N+]([O-])c1ccn(-c2nc(-c3ccccc3)cc(C(F)(F)F)n2)n1	17	-3	1.1	-8	3	-1	0.8	0.96	92	5
COc1ccccc1-c1nnn(CC#N)n1	14	9	1.1	-8	-9	-6	0.9	1.2	103	-4
O=C(O)CCCNS(=O)(=O)c1cccs1	5	-3	1	-3	4	-4	0.9	0.96	105	-5
COC(=O)COc1cccc2c(=O)n(CC(=O)Nc3ccc4c(c3)OCCO4)ccc12	-2	6	1	-4	-6	-18	1	1.2	99	8

Given in markdown: 7 of the compounds above.
| SMILES | Diaph inh CS | APP 5'UTR act | FLuc act counter | FLuc inh counter | APP 5UTR inh | TLR4 MyD88 comp | Diaphorase act | NF-kB expr up | STAT1 activator | G6PDH counter |
| --- | --- | --- | --- | --- | --- | --- | --- | --- | --- | --- |
| COc1ccc(-c2nnc(SCC(=O)c3cccs3)n2-c2ccc(Cl)cc2)cc1 | 14 | -4 | 1 | -2 | 4 | -1 | 0.9 | 1.1 | 95 | -2 |
| COc1ccccc1NC(=O)CN1C(=O)CSC(C)C1=O (stereo unspecified) | 2 | 1 | 1 | -2 | -1 | -1 | 1 | 1.2 | 97 | -5 |
| CCOC(=O)CSc1nc2sc(C(=O)O)c(C)c2c(=O)[nH]1 | -10 | 30 | 1 | -4 | -30 | 12 | 1.1 | 1.3 | 94 | 27 |
| CNc1nc(Cl)nc(Nc2ccccc2)n1 | -9 | 21 | 0.9 | 10 | -22 | 6 | 1.1 | 0.9 | 107 | 13 |
| O=C(OCC(=O)c1cccs1)c1ccc([N+](=O)[O-])o1 | 14 | -9 | 1.1 | -5 | 9 | 4 | 0.9 | 0.88 | 93 | 2 |
| Clc1cccc2sc(N3CCCCC3)nc12 | 11 | 36 | 1 | 2 | -36 | 12 | 0.9 | 2.5 | 123 | -6 |
| COc1ccc(C(=O)COc2ccccc2C(=O)Nc2ccccc2)cc1 | 34 | 6 | 1 | -4 | -6 | -14 | 0.7 | · | 103 | 7 |

Sorted by heavy-atom count (smallest number first): some entries from above.
SMILES	Diaph inh CS	APP 5'UTR act	FLuc act counter	FLuc inh counter	APP 5UTR inh	TLR4 MyD88 comp	Diaphorase act	NF-kB expr up	STAT1 activator	G6PDH counter
O=C(O)CCCNS(=O)(=O)c1cccs1	5	-3	1	-3	4	-4	0.9	0.96	105	-5
CCC/C(O)=C1\C(=O)CC(C)(C)CC1=NCCO	-1	-9	1	0	9	1	1	0.98	116	9
CN(C)c1ccc(N/C=C/C(=O)c2ccccc2)cc1	28	125	0.1	92*	-125	1	0.7	2	59	0
O=[N+]([O-])c1ccn(-c2nc(-c3ccccc3)cc(C(F)(F)F)n2)n1	17	-3	1.1	-8	3	-1	0.8	0.96	92	5
COc1cc(/C=N/NC(=O)c2ccc(-n3cccc3)cc2)ccc1O	15	1	1	-2	0	-7	0.9	0.52	113	-2
